# Source: PubChem BioAssay (several laboratories)
# INS promoter inh: TRM-6 insulin promoter activity inhibition; TRM-6 cells (human fetal islet line), insulin promoter-eGFP reporter, imaging; reporter expression induced with tamoxifen; inhibition, % at 2 µM; 130,000 compounds, 0.9% hits; AID 1273;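 active means inhibition above the mean plus 3 SD, with well images judged a real hit on visual review, cut at about 60% in these data, passing the limit was not always enough; inconclusive means inhibition over the cutoff but images rejected on review; inactive means inhibition not above the cutoff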
# SDO1 yeast rescue: sdo1-depleted yeast growth rescue; 140,000 compounds, 0.21% hits; z-score at 10 µM; S. cerevisiae sdo1-depleted JHY4D growth rescue, OD600 30 h; hits give high values; pdr5 snq2 efflux-pump mutant strain; AID 817;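 active means z-score above 3 at both the 24 hr and the 30 hr optical density reads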;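 further: z-score against mean and SD of all compound wells on the same plate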
# SDO1 yeast rescue Rescue 24 h: second read-out of SDO1 yeast rescue, no call of its own (marks repeat the call); z-score; S. cerevisiae sdo1-depleted JHY4D growth rescue, OD600; measured here: growth rescue at 24 h;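 0 is the plate mean of compound wells and units are plate SD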
# * hit, by the source's call; ? = inconclusive; . = not tested or not shown. This is a subset (hit frequency here may not be typical).
cpd	structure	SDO1 yeast rescue	INS promoter inh	SDO1 yeast rescue Rescue 24 h
1	C=CCOc1ccc(C2N3CC4(C)CN2CC(CCC)(C3)C4=O)cc1 (stereo not given)	-0.23	.	-0.28
2	COc1cccc(CNC(=O)C23CN(Cc4ccccc4)CC2C(c2ccc([N+](=O)[O-])cc2)=NO3)c1 (stereo not given)	-0.17	-27	0.08
3	CC(C)OC(=O)CSc1nnc(-c2ccc(O)cc2)n1Cc1ccccc1	0.92	3	1.5
4	CC(=O)c1cc(NC(=O)c2ccc(C)cc2)c(=O)oc1/C=C/N(C)C	-0.68	6	-0.29
5	CCn1c(CNc2nc(-c3ccccc3)cs2)nnc1SCC(=O)NCc1ccccc1	-0.63	14	-0.51
6	CC(C)Cc1cc(C(=O)O)n[nH]1	0.27	28	0.42
7	O=C(NCC1CCCO1)c1ccc(COCC(F)(F)C(F)F)cc1 (stereo not given)	-0.56	38	-0.84
8	COc1ccc(-n2c(SC)nnc2-c2c[nH]c3ccccc23)cc1	-1.5	.	-0.58
9	COc1ccc(-c2nc(N)n(C(=O)c3cccs3)n2)cc1	.	27	.
10	Cc1cc(C)nc(N2CCCC(C(=O)NCc3ccccc3)C2)n1 (stereo not given)	-0.15	-281	-0.7
11	CCCNC(=S)NCc1ccc(Cl)cc1	-0.24	.	-0.66
12	C/C(=N\N=C\c1ccccc1)c1nnn(-c2nonc2N)c1C	-1.5	.	-1.4
13	COc1cccc(OCc2nc3c4cnn(-c5ccccc5)c4ncn3n2)c1	0.37	-8	0.31
14	CCc1ccc(N(CC(=O)Nc2ccccc2C(=O)N2CCOCC2)S(C)(=O)=O)cc1	0.78	-35	-0.42
15	COc1ccc(OC)c2[nH]c(=O)c(CCNS(=O)(=O)c3ccccc3)cc12	1.8	45	0.25
16	CC(=O)c1ccc(NC(=O)c2cccs2)cc1	0.22	3	0.25
17	CCn1c(SCC(=O)c2ccc3c(c2)OCCO3)nnc1C(C)C	-0.52	-25	-0.82
18	CCN(Cc1ccccc1)c1ccc(/C=N/N=C(N)N)cc1	-2	-27	-1.7
19	COc1ccc(S(=O)(=O)Nc2cc3c(C(C)=O)c(C)oc3c3ccccc23)cc1	-0.94	-154	-0.84
20	CC1CCCC(NC(=O)COC(=O)COc2ccccc2Cl)C1C (stereo not given)	.	42	.
21	COC(=O)c1c(C)oc2ccc(OC(=O)c3cccs3)cc12	-0.79	.	-0.14
22	CCN1C(=S)SC(=O)C1=C1C=C(C)N(Cc2ccco2)C(C)=C1	-1.1	-41	-1.2
23	O=C(COC(=O)COc1ccccc1)NCc1ccccc1	.	0	.
24	CC(=O)NC1(c2ccccc2)CCN(C(=O)N2CCOCC2)CC1	1.9	35	2.9
25	COCCCNS(=O)(=O)c1ccc(SC)cc1	0.5	5	-0.03
26	COc1ccc(CC(=O)Nc2ccc(-c3cn4ccc(C)cc4n3)cc2)cc1	-0.48	-7	1.1
27	O=C(Nc1ccc2c(c1)OCCO2)C1CCCN1S(=O)(=O)c1cccc2cccnc12 (stereo not given)	-0.34	.	-0.69
28	Cc1ccc(-n2ncc3c(Nc4cccc(C(=O)O)c4)ncnc32)cc1	1.7	-7	1
29	O=P(Cc1cc[n+]([O-])cc1)(c1ccccc1)c1ccccc1	1.3	21	1.1
30	COc1ccc(N=C2SC(CC(=O)Nc3ccccc3)C(=O)N2Cc2ccco2)cc1 (stereo not given)	-0.93	.	-0.85
31	Cc1ccc(CNCCC2=CCCCC2)cc1	0.34	-37	0.39
32	N#Cc1ccc(CSCC(=O)O)cc1	2.2	.	1.6
33	COc1cc2nc(SCC(N)=O)n(CCC3=CCCCC3)c(=O)c2cc1OC	-1.6	.	0.46
34	CC(=O)c1ccc(Oc2ncnc3sccc23)cc1	.	7	.
35	COc1ccc(N(CC(=O)NC2CCCC2)C(=O)Cn2nnc(-c3ccc(C)cc3)n2)cc1	-0.76	3	-0.57
36	CCOc1ccccc1N(C(=O)c1snc(C(N)=O)c1N)C(C(=O)NC1CCCC1)c1ccco1 (stereo not given)	-0.28	.	-0.41
37	OC(COCC(F)(F)C(F)(F)C(F)(F)C(F)F)Cn1c2ccc(Cl)cc2c2cc(Cl)ccc21 (stereo not given)	-1.3	.	-1.1
38	Cc1c(C(Nc2ccccn2)c2ccccc2)c(=O)n(-c2ccccc2)n1C (stereo not given)	-0.97	32	-1.4
39	CCn1c2ccccc2c2cc(N=C3SC(CC(=O)Nc4ccccc4)C(=O)N3C)ccc21 (stereo not given)	-0.41	-7	0.77
40	COc1c(C)cccc1C(=O)Nc1ccc(CN2CCCCC2)cc1	0.19	3	0.24
41	CC(C)(C)NC(=O)C(c1ccco1)N(C(=O)c1ccc(CN2CCOCC2)o1)c1ccccc1 (stereo not given)	0.52	?	0
42	COc1ccc(N2CCN(C(=O)NC3CCCCC3)CC2)cc1	1.1	.	1.6
43	COc1cc2c(cc1OC)C(c1cc3cc4c(cc3[nH]c1=O)OCO4)N(C(=O)C1CC1)CC2 (stereo not given)	-0.11	56	-0.6
44	Cc1ccc(OCc2nnc(NC(=O)Cc3cccs3)s2)cc1	-0.53	5	0.39
45	O=c1[nH]c(SCc2nc3c(cnn3-c3ccccc3)c(=O)[nH]2)nc2ccccc12	2.2	.	3
46	O=C(CC(c1ccco1)C1CCCCC1=O)c1ccco1 (stereo not given)	-0.13	.	-0.51
47	Cc1csc(NC(=O)[C@@H]2CCCN2C(=O)c2cccs2)n1	.	-11	.
48	Cc1ccc(SC(=O)COc2ccccc2C)cc1	1.2	28	1.9
49	CCC1(C)Cc2c(sc3nc(SC)n(Cc4ccccc4)c(=O)c23)CO1 (stereo not given)	-0.73	27	-0.62
50	C=CCSc1nccc(=O)[nH]1	-0.43	-4	-1
51	CC1S/C(=N/N=C/c2ccco2)NC1=O (stereo not given)	-0.3	.	-1.5
52	CCn1c(-c2cc(OC)c(OC)c(OC)c2)n[nH]c1=S	0.98	.	-0.48
53	COc1ccc(CNC(=O)CN(C(=O)CCC(=O)Nc2ccccn2)c2cccc(C)c2)cc1	.	14	.
54	O=S(=O)(NC1=NCCCCC1)c1ccc2ccccc2c1	0.27	-25	0
55	Cc1nn(C(=O)c2ccco2)c(C)c1Br	-0.01	67*	0.17
56	O=c1c(N2CCOCC2)nsnc1N1CCOCC1	-0.24	9	-0.44
57	CC(C)c1cccc(C(C)C)c1NC(=O)Cn1c(=O)cnc2ccccc21	0.7	-8	0.93
58	CC(C)Oc1cccc(C(=O)NC(=S)Nc2cccc(C(F)(F)F)c2)c1	-2.6	.	-1.3
59	CCOC(=O)c1ccc(N2C(=O)C3C(/C=C/c4ccccc4)OC4(C(=O)c5ccccc5C4=O)C3C2=O)cc1 (stereo not given)	1.7	25	2
60	CC1(CC(=O)N/N=C/c2ccc(OCc3ccc(Cl)cc3Cl)cc2)OCCCO1	-2.1	.	-1.9

# Continued:
cpd	structure	SDO1 yeast rescue	INS promoter inh	SDO1 yeast rescue Rescue 24 h
61	CCN(CC)S(=O)(=O)c1ccc(OC)c(NC(=O)CSc2cc(Cl)ccc2Cl)c1	-0.36	22	-0.03
62	COc1ccc(C(=O)N2CCCCC2)cc1S(=O)(=O)Nc1ccccc1	0.36	.	-0.61
63	S=C(c1ccc2c(c1)OCO2)N1CCCCCC1	-0.24	-64	-0.42
64	CCCn1nc(C(=O)NCCN2CCOCC2)c2ccccc2c1=O	0.36	-27	-0.27
65	Cc1ccc(OCC(O)CN2C(=O)NC(C)(C)C2=O)c(C)c1 (stereo not given)	.	0	.
66	COc1ccc(N2CCN(Cc3cc(=O)oc4cc(C)c(Cl)c(C)c34)CC2)cc1	-0.61	9	-0.79
67	FC(F)(F)c1ccc(Oc2ccc3cc(Br)ccc3c2)nc1	-0.14	-19	-0.79
68	COc1ccc(C(=O)NC2CCN(C(=O)NC3CCCCC3)CC2)cc1	0.94	-14	0.93
69	CCOc1ncccc1C(=O)N(C)CC(=O)Nc1ccc(F)cc1	0.52	29	-0.15
70	COCc1cc(C)c2c(N)c(C#N)sc2n1	0.48	4	0.21
71	COC(=O)C1=NNC2C(=O)N(c3ccc(C)cc3)C(=O)C12 (stereo not given)	.	40	.
72	CN=c1scc(-c2ccc(Br)cc2)n1C	0.2	-48	-0.61
73	COc1ccc(N(C(=O)c2ccco2)C(C(=O)NC2CCCC2)c2ccc(N(C)C)cc2)cc1OC (stereo not given)	-0.38	-5	-0.57
74	CSc1ccc(CNc2ccc(C)c(C)c2)cc1	-0.43	0	-0.35
75	NC(=O)C1c2ccccc2CSc2ccccc21 (stereo not given)	0.3	.	-0.89
76	O=C(O)COc1ccc(/C=N/n2cnc3scc(-c4cccs4)c3c2=O)cc1	-0.03	-15	-0.45
77	COc1ccc(N2C(=O)CSC23C(=O)Nc2ccccc23)cc1OC (stereo not given)	0.58	.	0.34
78	CCC(C)[C@H](N)c1nnc(SCC(=O)c2ccc(Cl)cc2)o1 (stereo not given in full)	-0.19	-36	0.46
79	OCC(O)/C=N/Nc1nc2ccccc2s1 (stereo not given)	.	-11	.
80	Cc1ccc(NC(=O)N2CCc3ccccc32)cc1C	.	-80	.
81	COC(=O)c1[nH]c2ccc(Br)cc2c1NC(=O)Oc1ccccc1	-0.77	-30	-0.34
82	O=C1CC(N(O)c2ccccc2)C(=O)N1c1cc(Cl)cc(Cl)c1 (stereo not given)	1.7	53	2.3
83	CC(=O)Nc1nnc(SCc2ccc(C(=O)Nc3ccccc3F)cc2)s1	.	57	.
84	O=C(CN1CCCCC1)Nc1nnc(-c2ccc([N+](=O)[O-])cc2)s1	-0.15	26	-0.9
85	Cc1c(CCO)sc[n+]1CC(=O)OC12CC3CC(CC(C3)C1)C2	0.92	33	0.4
86	COc1ccc(/C=N/Nc2nncc3ccccc23)cc1	0.04	.	-0.84
87	CCc1ccc2[nH]cc(C(=O)N3CCCCCC3)c(=O)c2c1	1	8	0.29
88	COc1ccnc(Nc2cccc(C)c2)c1C#N	1.4	-197	0.17
89	Cc1cc(NC(=O)CCC(=O)NNC(=O)c2ccc(C(C)(C)C)cc2)no1	0.85	27	0.03
90	CSc1nnc(CNC(=O)c2ccccc2)n1-c1cccc(C)c1	0.8	.	0.3
91	CCC(=O)Oc1ccc2c(C)cc(=O)oc2c1C(=O)c1ccccc1	-0.4	-20	0.6
92	COc1ccccc1/C=C/C=N/NC(=O)CCn1nnc2ccccc21	-0.03	-26	-0.41
93	COc1ccc(C)cc1NC(=S)NC12CN3CN(CN(C3)C1)C2	.	39	.
94	Cc1nccn1-c1cc(C(C)(C)C)nc2c(-c3ccccc3)cnn12	-1.1	4	0.16
95	Cc1ccc(C(=O)N(CN2CCCC2=O)c2ccc(F)cc2)cc1	0.35	.	-0.22
96	COc1ccc(OC)c(NC(=O)C2CCN(c3cc(-c4ccccc4)nc4ncnn34)CC2)c1	-1.4	-5	-0.83
97	CC(=O)c1ccccc1OC(=O)COc1ccc(Cl)cc1C	.	16	.
98	Cc1nc(C)c(/C(O)=C/c2nc3ccc([N+](=O)[O-])cc3oc2=O)o1	.	-17	.
99	O=C(NC(=S)Nc1cccc(NC(=S)NC(=O)c2ccco2)n1)c1ccco1	.	-15	.
100	C1=C(CCNc2ncnc3c2[nH]c2ccccc23)CCCC1	-1.5	35	-0.41
101	Cc1ccc(-n2ncc3c(NCc4ccccn4)ncnc32)c(C)c1	-0.17	.	-0.55
102	COc1ccccc1/C=C/C=N/NC(=O)c1ccc(=O)n(C)c1	0.89	37	0.4
103	Cc1ccccc1NC(=S)NC(C)CCc1ccccc1 (stereo not given)	-0.69	.	-0.61
104	COc1ccc(C2CC(c3ccc(Cl)cc3)=NN2C(=O)c2cccc([N+](=O)[O-])c2)cc1 (stereo not given)	-0.76	.	-0.55
105	CCCC1C(C#N)=C(N)Oc2n[nH]c(C(C)(C)C)c21 (stereo not given)	-0.05	.	0.08
106	COc1ccc(OCc2ccc(C(=O)NN)cc2)cc1	-0.41	24	-0.75
107	COc1ccc(OC)c2[nH]c(=O)c(CCNC(C)=O)cc12	0	.	0.24
108	CCn1cc([N+](=O)[O-])c(C(=O)Nc2ccn(Cc3ccccc3F)n2)n1	0.08	-10	-0.27
109	CC1CCN(CCCn2c(SCC(=O)Nc3ccccc3Cl)nc3ccccc3c2=O)CC1	.	-80	.
110	Cc1cc(=O)[nH]c(-n2nc(C)c(Oc3ccccc3O)c2C)n1	0.42	39	-0.42
111	O=C(Nc1ccc(Cl)cc1C(=O)N1CCOCC1)c1ccco1	0.79	56	0.29
112	CCNC(=O)COC(=O)/C=C/c1ccccc1[N+](=O)[O-]	-0.51	-16	-0.79

# Grouped by structure, the compounds so far containing bromine.
cpd	structure	SDO1 yeast rescue	INS promoter inh	SDO1 yeast rescue Rescue 24 h
55	Cc1nn(C(=O)c2ccco2)c(C)c1Br	-0.01	67*	0.17
67	FC(F)(F)c1ccc(Oc2ccc3cc(Br)ccc3c2)nc1	-0.14	-19	-0.79
72	CN=c1scc(-c2ccc(Br)cc2)n1C	0.2	-48	-0.61
81	COC(=O)c1[nH]c2ccc(Br)cc2c1NC(=O)Oc1ccccc1	-0.77	-30	-0.34

# Entries of single compounds, quoted from the list. Screens in order: SDO1 yeast rescue, INS promoter inh, SDO1 yeast rescue Rescue 24 h
# Entry for COc1ccc(OC)c2[nH]c(=O)c(CCNC(C)=O)cc12 = 0, ., 0.24
# Entry for O=C(NC(=S)Nc1cccc(NC(=S)NC(=O)c2ccco2)n1)c1ccco1 = ., -15, .
# Entry for CC1CCN(CCCn2c(SCC(=O)Nc3ccccc3Cl)nc3ccccc3c2=O)CC1 = ., -80, .
